SRC3 inh: human NCOA3 inhibition; Q9Y6Q9; HEK293 GAL4-SRC3 luciferase reporter, luminescence; inhibition, % at 3.6 µM; actives 0.17% (n = 360,000);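 active = inhibition above a per-campaign cutoff, the mean of all compounds plus 3 SD, cut at about 60% in these data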;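 also: 0% = DMSO-treated cells and 100% = gossypol-treated cells at 36 µM; higher means less SRC3-driven luciferase light from the GAL4 reporter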
EBV LMP1 NFkB: reduces LMP1-driven NF-kappaB luciferase signal. inhibition, % at 12.5 µM. actives 0.69% (n = 350,000). LMP1-induced NF-kappaB luciferase reporter cells, luminescence; in the data active = inhibition above about 41%; inconclusive = no clear call, values can overlap the other calls;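 also: 0% = neutral control wells and 100% = reference inhibitor control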
TLR9-MyD88 block: blocks human TLR9 binding to MyD88 | actives 0.21% (n = 340,000) | inhibition, % at 4.98 µM | CHO BLA complementation TLR9-MyD88, CCF4 FRET ratio | Q9NR96+Q99836 | AID 504734;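 active = inhibition above the mean over all tested compounds plus 3 SD, cut at about 21% in these data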;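 also: 0% = DMSO only wells and 100% = clavulanate BLA inhibitor control wells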
COUP-TFII inh: inhibitors of human COUP-TFII (NR2F2); P24468; HEK293T NGFI-A luciferase reporter, luminescence; inhibition, % at 8.6 µM; actives 0.7% (n = 370,000); AID 686940;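 active = inhibition above a per-plate cutoff, mean inhibition of test wells between control levels plus 3 SD, cut at about 38% in these data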;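 also: cells cotransfected with COUP-TFII expression vector driving the NGFI-A reporter; 0% = median of COUP-TF2 test wells and 100% = reporter-only cells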
NR5A2 inv ag: suppresses constitutive activity of human LRH-1; HEK293T StAR-luciferase reporter, LRH-1 transfected, 24 h; actives 0.13% (n = 360,000); inhibition, % at 3.6 µM; O00482;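 active = inhibition above the mean inhibition of all tested compounds plus 3 SD, cut at about 73% in these data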;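 also: 0% = DMSO wells and 100% = reporter-only cells lacking LRH-1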
C8 TRAIL sens: caspase-8 TRAIL sensitization | NB7+C8 cells + TRAIL, ATPlite viability luminescence | inhibition (viability loss, TRAIL sensitization), % at 10 µM | actives 1% (n = 360,000) | AID 624354;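 active = compounds causing at least 50% loss of cell viability in the single-dose screen, relative to plate controls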
NCOA1 inh: human NCOA1 inhibition; Q15788; HEK293 GAL4-SRC1 luciferase reporter, luminescence; inhibition, % at 3.6 µM; actives 0.12% (n = 360,000);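 active = inhibition above the campaign mean plus 3 SD, with each screening campaign given its own cutoff, cut at about 60% in these data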;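 also: 0% = DMSO treated cells and 100% = gossypol at 36 µM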
Target sequence (Q15788 whole entry, looked up, the tested form may be a part): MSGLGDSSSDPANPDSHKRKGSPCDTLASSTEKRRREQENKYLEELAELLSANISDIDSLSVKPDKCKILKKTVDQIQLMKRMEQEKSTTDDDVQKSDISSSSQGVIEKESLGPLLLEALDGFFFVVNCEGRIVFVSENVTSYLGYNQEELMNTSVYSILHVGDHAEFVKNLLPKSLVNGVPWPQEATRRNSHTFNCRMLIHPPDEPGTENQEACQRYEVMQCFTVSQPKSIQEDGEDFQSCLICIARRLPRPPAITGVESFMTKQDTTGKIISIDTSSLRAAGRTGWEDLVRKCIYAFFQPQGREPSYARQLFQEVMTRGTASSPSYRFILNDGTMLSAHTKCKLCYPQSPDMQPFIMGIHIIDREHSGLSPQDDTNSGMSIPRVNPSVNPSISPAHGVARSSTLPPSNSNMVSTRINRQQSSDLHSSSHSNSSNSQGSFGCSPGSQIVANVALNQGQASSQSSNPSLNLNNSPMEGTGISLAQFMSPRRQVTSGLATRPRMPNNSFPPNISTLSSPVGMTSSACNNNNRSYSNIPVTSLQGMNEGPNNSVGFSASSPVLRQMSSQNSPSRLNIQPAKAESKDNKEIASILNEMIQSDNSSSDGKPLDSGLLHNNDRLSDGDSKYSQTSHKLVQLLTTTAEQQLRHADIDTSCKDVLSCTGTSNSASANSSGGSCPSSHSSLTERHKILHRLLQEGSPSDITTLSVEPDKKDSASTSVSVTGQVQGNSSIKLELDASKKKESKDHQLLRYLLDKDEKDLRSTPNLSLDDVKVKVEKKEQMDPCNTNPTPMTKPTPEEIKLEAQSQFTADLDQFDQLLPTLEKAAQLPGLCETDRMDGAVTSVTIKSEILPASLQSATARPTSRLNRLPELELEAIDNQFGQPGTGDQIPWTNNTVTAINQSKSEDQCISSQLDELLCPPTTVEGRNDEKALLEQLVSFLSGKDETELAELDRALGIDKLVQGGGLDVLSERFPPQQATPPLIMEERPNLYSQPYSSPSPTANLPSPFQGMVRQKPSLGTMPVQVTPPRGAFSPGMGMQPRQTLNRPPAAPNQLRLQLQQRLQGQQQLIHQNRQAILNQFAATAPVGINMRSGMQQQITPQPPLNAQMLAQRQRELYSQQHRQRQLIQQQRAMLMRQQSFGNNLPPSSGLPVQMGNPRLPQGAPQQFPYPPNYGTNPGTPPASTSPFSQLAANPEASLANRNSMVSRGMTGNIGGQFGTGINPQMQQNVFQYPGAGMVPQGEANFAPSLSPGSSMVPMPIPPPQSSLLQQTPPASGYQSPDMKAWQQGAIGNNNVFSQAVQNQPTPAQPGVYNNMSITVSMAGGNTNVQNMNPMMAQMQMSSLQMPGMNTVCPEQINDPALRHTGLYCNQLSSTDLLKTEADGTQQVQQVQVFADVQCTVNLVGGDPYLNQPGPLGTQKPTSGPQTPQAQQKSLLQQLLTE
TROY NFkB inh: blocks TROY-dependent signaling in reporter cells; Q293 LMP1-TROYcd NF-kB luciferase reporter, 4 h; inhibition, % at 10 µM; actives 0.98% (n = 360,000); AID 1347056;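 active = compounds whose plate-normalised and pattern-corrected inhibition of the luciferase reporter signal at the single screening dose is 50% or more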
NOD2-RIPK2 inh: blocks binding of human NOD2 to RIPK2 | O43353 | CHO BLA complementation NOD2-RIPK2, CCF4 ratio | inhibition, % at 4.98 µM | actives 0.38% (n = 360,000) | AID 624267; in the data active = inhibition above about 21%;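 also: 0% = vehicle only and 100% = reference blocker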
Vif imaging: HIV Vif inhibition; HEK293T cells, Vif self-association by quenched fluorescence, imaging, 24 h; inhibition, % at 7.49 µM; actives 0.35% (n = 340,000); AID 602346; in the data active = inhibition above about 50%, passing the limit was not always enough; inconclusive = no clear call, values can overlap the other calls; inactive = below about 31%; also: some results filed as inactive read as strong as hits
NCOA2 inhibitor: human SRC2 (NCOA2) inhibition; HEK293 GAL4-SRC2 luciferase reporter, luminescence; actives 0.17% (n = 370,000); AID 651957; Q15596; inhibition, % at 9 µM;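 active = inhibition above the mean inhibition of all tested compounds plus 3 SD, set per campaign, cut at about 52% in these data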;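 also: 0% = DMSO treated cells and 100% = cells given Gossypol at 36 µM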
Numbers without * were called inactive; ? = inconclusive; . = no result given. Only part of the results is shown. The share of hits here may be higher or lower than overall.

SMILES	SRC3 inh	EBV LMP1 NFkB	TLR9-MyD88 block	COUP-TFII inh	NR5A2 inv ag	C8 TRAIL sens	NCOA1 inh	TROY NFkB inh	NOD2-RIPK2 inh	Vif imaging	NCOA2 inhibitor
O=C(CSc1nnc(-c2ccncc2)o1)Nc1ccccc1Cl	-3	-8	1	-10	-46	-14	-44	2	-6	5	-26
O=C(/C=C/c1ccc(Br)cc1)NC1CCCCCC1	-31	-22	11	-25	-38	8	-43	-89	-4	-7	0
CC1CCc2cc(F)ccc2N1C(=O)CN1C(=O)c2ccccc2C1=O (centres undefined)	5	0	8	0	-10	-10	-4	-23	2	0	-8
CC(=O)Nc1ccc(S(=O)(=O)N[C@@H](C)C(=O)OCC(=O)Nc2ccc3c(c2)OCCO3)cc1	-1	5	1	3	-29	-7	6	2	-17	-7	-4
COc1ccc(-c2nc(C#N)c(NCC3CCCO3)o2)cc1 (centres undefined)	-24	0	5	-29	-48	18	-35	-20	-5	10	-22
C=CCSc1n[nH]c(-c2cccs2)n1	-13	2	-2	-7	-10	0	-2	-8	-1	7	-49
CSc1cccc2sc(NC(=O)C3=COCCO3)nc12	-42	-9	-2	12	-33	-16	-22	-45	-7	-18	-31
COc1ccc(CCNC(=O)c2cc3sccc3n2C)cc1OC	-17	6	0	10	15	-1	-2	4	-3	-3	-2
COc1ccc(NC(=O)c2cc(C3CCCCN3C(=O)OCC(C)C)on2)c(C)c1 (centres undefined)	-19	.	.	12	-19	13	1	-9	-7	-5	-3
O=C(CSc1nnnn1-c1ccccc1)Nc1nsc(-c2ccc(Cl)cc2)n1	-19	76*	0	14	4	-11	-27	-1	-14	3	12
COC1=CC(=O)OC(c2ccc(OC)cc2)C1 (centres undefined)	4	-6	3	16	6	-3	-7	-14	4	7	-23
CC1CN(c2oc(-c3cccs3)nc2C#N)CC(C)O1 (centres undefined)	3	14	-4	-4	18	16	-13	-15	-13	9	1
COc1ccc(OCc2cc(C(=O)N3CCC(OC)CC3)no2)c2ccccc12	-52	-44	3	-12	-48	16	-51	30	6	12	-39
CCOc1c(Cl)cc(CNc2ccc(S(N)(=O)=O)cc2)cc1OC	8	5	8	9	8	4	-11	17	-9	-1	-13
CCc1nc2c(OCCOc3ccccc3)cccn2c1N(C)C(=O)C1CC1	3	.	.	.	9	0	-10	0	-9	.	.
Cc1ccc(C)c(NC(=O)COC(=O)c2cc3ccccc3oc2=O)c1	-4	3	-5	11	11	-7	0	-7	-1	9	3
CCOc1ccc2nc(NC(=O)CN3CCC(n4nnc5cc(F)ccc54)CC3)sc2c1	2	-1	3	22	-7	32	4	57*	-2	-27	11
c1ccc2c(-n3cccn3)cccc2c1	-27	-2	3	-15	-31	-8	-19	-52	-1	-8	-42
COc1ccc(N2CCN(C(=O)Cc3nn(C)c(=O)c4ccccc34)CC2)cc1	14	-10	-8	9	10	1	3	14	-5	-11	23
CC1CC(Nc2ccccc2)c2ccccc2N1C(=O)c1cccnc1 (centres undefined)	-54	9	-3	27	8	-21	1	-11	3	-7	4
COc1ccc(N/C=C(\C#N)c2ccc(OCCCF)cc2)cc1	20	6	9	12	-21	-7	0	-19	-2	21	3
O=c1c2sccc2[nH]c(=S)n1-c1ccccc1	1	1	-4	21	-3	7	-6	1	2	7	22
Cc1ccc2nc(C)cc(C(=O)N3CCCC(CO)(Cc4ccccc4C)C3)c2c1 (centres undefined)	-15	5	-2	5	-4	-2	-14	-16	2	-2	-15
C=CCNC(=S)Nc1ccc2cn[nH]c2c1	20	-4	3	0	-5	23	14	6	14	4	9
Cc1ccc(NC(=O)COC(=O)c2ccc(-n3cnnn3)cc2)c(Br)c1	-13	-6	2	-1	-4	-3	-5	11	-2	-1	-5
NS(=O)(=O)c1ccc(CNC(=S)Nc2ccc(F)c(Cl)c2)cc1	-10	-3	-4	-7	9	-4	6	-8	-3	-3	20
CC(Sc1ccccc1)C(=O)N1CCN(S(=O)(=O)c2ccccc2)CC1 (centres undefined)	-9	-2	-5	14	1	-24	-7	8	0	-12	-5
Cn1c(=O)c2c(nc(N3CCCCCC3)n2CC(O)COc2ccccc2)n(C)c1=O (centres undefined)	11	10	6	-6	-7	-7	-6	-24	0	40	-14
Cn1cc(-c2cnc3c(NC=O)cc(-c4cccc(C(F)(F)F)c4)cn23)cn1	-12	.	.	-11	21	8	-7	15	6	-25	4
Cc1ccc(C(C)NC(=O)c2cccnc2)cc1 (centres undefined)	28	12	9	21	0	-2	-2	-5	2	14	7
CN1CCN(c2ccc(C(CC(N)=O)NC(=O)Cc3cccc4ccccc34)cc2[N+](=O)[O-])CC1 (centres undefined)	-1	-7	-12	-2	-17	11	13	2	1	-1	-14
O=C(CS(=O)(=O)c1ccc(F)cc1)Nc1nnc(-c2ccccc2Cl)o1	10	0	-18	6	-2	-6	3	-7	-8	7	15
COc1cccc(NS(=O)(=O)c2ccc3[nH]cc(C(=O)NCCN4CCOCC4)c(=O)c3c2)c1	11	-5	3	14	3	4	-10	4	-14	17	-13
COc1cccc(N2CCN(c3ncnc4c3[nH]c3ccc(F)cc34)CC2C)c1 (centres undefined)	87*	70*	3	91*	89*	95*	85*	86*	28*	1	81*
CCOc1ccc(NC(=S)Nc2ccc(OC(F)(F)F)cc2)cc1	2	5	-6	3	15	-3	1	-14	1	-1	16
Cn1nc(C(=O)NNC(=O)c2ccccc2Br)c2ccccc2c1=O	-2	-8	-3	-1	5	-5	-5	31	-1	1	-10
Cc1ccccc1Nc1nc(N)nc(-c2oc3ccccc3c2C)n1	-84	-31	.	-23	-84	-6	-109	-82	-4	0	-56
CCN(Cc1ccccc1)C(=O)CCNS(=O)(=O)c1cc(Br)cnc1N	-20	-6	-5	-4	-1	-11	-1	-2	-9	4	2
COc1ccc(C(=O)NC2CCCc3c2cnn3-c2cccc(C)c2C)c(OC)n1 (centres undefined)	-44	48*	-10	23	-39	34	-17	55*	-3	-34	35
Cc1cc(C)cc(N2CN=C3SCC(=O)N3C2)c1	20	4	-6	-30	24	-8	-1	10	5	7	-16

3 structures already listed, ordered by molar mass, largest number first:
SMILES	SRC3 inh	EBV LMP1 NFkB	TLR9-MyD88 block	COUP-TFII inh	NR5A2 inv ag	C8 TRAIL sens	NCOA1 inh	TROY NFkB inh	NOD2-RIPK2 inh	Vif imaging	NCOA2 inhibitor
COc1cccc(NS(=O)(=O)c2ccc3[nH]cc(C(=O)NCCN4CCOCC4)c(=O)c3c2)c1	11	-5	3	14	3	4	-10	4	-14	17	-13
Cn1nc(C(=O)NNC(=O)c2ccccc2Br)c2ccccc2c1=O	-2	-8	-3	-1	5	-5	-5	31	-1	1	-10
Cc1cc(C)cc(N2CN=C3SCC(=O)N3C2)c1	20	4	-6	-30	24	-8	-1	10	5	7	-16

Following part:
SMILES	SRC3 inh	EBV LMP1 NFkB	TLR9-MyD88 block	COUP-TFII inh	NR5A2 inv ag	C8 TRAIL sens	NCOA1 inh	TROY NFkB inh	NOD2-RIPK2 inh	Vif imaging	NCOA2 inhibitor
CCCN(C(=O)CCSc1ccc(F)cc1)c1c(N)n(Cc2ccccc2)c(=O)[nH]c1=O	1	-2	-1	-2	15	-6	2	3	-14	7	4
c1coc(-c2cc(C3CCNCC3)[nH]n2)c1	8	-1	-15	-5	-7	2	0	12	-4	1	18
CN(Cc1ccccc1)C(=O)CSc1nc2c(c(C(F)(F)F)n1)CCc1ccccc1-2	9	1	2	15	-1	-3	-2	0	8	5	18
CCOC(=O)c1ccc(NC(=O)CN2C(=O)CSCC2=O)cc1	-1	0	-9	1	34	1	-9	-36	0	-4	3
CC(C)(C)n1ncc2c(=O)n(CC(=O)NC3CCCCC3)cnc21	-52	-19	-11	-18	-95	-2	-99	-27	-4	-36	-51
Cc1cccc(NC2=NC(=S)N(CC#N)C23CCCCC3)c1	13	-16	0	5	-6	38	5	3	-2	9	-7
Oc1ccc(/C=N/NC2=NCCCCC2)cc1	-4	-8	-3	-1	-4	-4	-5	0	-6	7	-17
Cc1cc(Nc2cccc(F)c2)n2nc(C)nc2n1	-11	-2	-9	-6	17	-2	5	-3	-1	-2	1
CCN(C(=O)CCc1nc(-c2ccc(OC)cc2)no1)c1cc(OC)ccc1OC	9	-4	1	14	-10	5	1	3	-9	-20	-2
CC1CN(CC(=O)Nc2cccc(C(=O)Nc3cccc(C(F)(F)F)c3)c2)CC(C)O1 (centres undefined)	-6	7	2	0	17	9	-2	16	1	.	4
O=C(Cn1cc(C(F)(F)F)ccc1=O)Nc1cc(S(=O)(=O)N2CCOCC2)ccc1Cl	7	0	1	1	-5	0	0	12	-8	-1	-25
Cc1cc(Cn2nnc(-c3ccc(Br)cc3)n2)cc(C)c1O	-3	5	3	-21	3	3	-3	10	3	-1	14
CCCCSc1nc2c([nH]1)c(=O)n(C)c(=S)n2C	-8	4	-18	10	5	-7	-3	13	-5	3	-15
CN(C)C1NC(=O)c2cc(-c3ccccc3)sc2N1 (centres undefined)	-17	-9	-2	-21	-52	5	-20	-56	-3	-1	-14
O=C(NC(=S)N1CCN(Cc2ccc3c(c2)OCO3)CC1)c1cccc(Br)c1	6	15	2	2	7	-10	11	9	15	-3	11
ClC(Cl)(Cl)c1nc2ccccc2n2nncc12	-1	-1	-4	-18	9	0	-20	12	-16	10	22
CCOn1c(=O)c(-c2cc3ccccc3o2)[n+]([O-])c2ccccc21	-85	-19	1	.	-84	5	-113	-49	-6	5	.
COc1ccccc1N1CCN(S(=O)(=O)Cc2ccccc2Cl)CC1	1	-3	-2	17	10	17	-23	-6	3	-1	-3
CCOCC(=O)Nc1ccc([N+](=O)[O-])cc1C	4	-4	1	20	54	-3	10	-7	-6	5	12
COc1ccc(OC)c(NC(=O)CSc2n[nH]c(-c3cccnc3)n2)c1	0	-3	6	10	6	-3	-4	10	-8	?	3
COc1ccc(-n2ccnc2SCC(=O)Nc2ccccc2)cc1	12	7	-8	23	-3	-5	1	-17	0	14	-16
O=C1CN(C(=O)c2cc3ccccc3oc2=O)C(c2ccc(F)cc2)c2cc(F)ccc2N1 (centres undefined)	-10	1	15	5	-14	-7	7	2	-2	7	-10
CCc1ccc(NC(=O)COc2coc(CN3CCN(c4ccccc4)CC3)cc2=O)cc1	14	2	1	-8	17	-12	14	0	-4	-3	-18
CCC(=O)N1CCN(c2nc(-c3ccc(Cl)cc3)cs2)CC1	-37	5	3	2	-25	11	-25	-20	1	-11	-5
Cc1ccc(NC(=O)CSCC(=O)N2CCOCC2)cc1	12	6	-4	6	-9	-10	-11	23	3	3	11
N#Cc1ccc(CN2CCN(CC(=O)NCCc3ccc(Cl)cc3Cl)CC2)cc1	14	4	1	0	8	-9	3	3	-3	-20	13
C/C(=N\NC(=O)c1c([N+](=O)[O-])c(C)nn1C)c1ccc(NC(=O)C2CCCC2)cc1	5	0	-1	-26	17	13	-13	-5	1	64*	11
CN(Cc1cccc2cnccc12)C(=O)CCc1nnc(CCc2ccccc2)o1	-18	-3	-4	-11	-26	-1	3	-42	-5	12	-1
COc1ccc(O)c(/C=N/NC(=O)c2ccc(OCc3cccc(Br)c3)cc2)c1	-21	?	-2	7	-12	13	6	-1	0	1	-3
COC(=O)c1ccc2cc(OC)c(OC)cc2c1	8	-3	1	-16	8	7	-2	-27	5	-2	-21
O=C(CSc1ncnc2c1nnn2Cc1ccccc1F)N1CCN(c2ccccc2)CC1	-2	9	-4	4	4	-1	-22	6	-11	16	-17

From PubChem BioAssay
